Tb hexokinase: blocks Trypanosoma brucei hexokinase 1 activity; recombinant TbHK1, G6PDH-coupled NADH A340; inhibition, % at 10 µM; 220,000 compounds, 0.11% hits;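 active means inhibition of 50% or more in the single-dose primary screen; inactive means inhibition below 50%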
KCC2 mod: KCC2 (human) Cl- transport modulation | Q9H2X9 | KCC2 cells, thallium flux FluoZin-2 fluorescence | B-score of Tl+ flux slope (higher = more flux/activation; lower = inhibition) at 10 µM | 190,000 compounds, 2.2% hits;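 active means thallium flux slope and its plate-corrected score both differing from the plate sample mean at a set confidence after two filtering rounds, in either direction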;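 further: slope of fluorescence scaled to starting intensity during 10 to 20 s after thallium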
PPC-1+TRAIL kill: kills PPC-1 cancer cells in the presence of TRAIL; PPC-1 cells + TRAIL, ATPLite viability luminescence; cell killing (% activity), % at 4 µM; AID 1443; 220,000 compounds, 0.41% hits;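 active means cell killing above 50% in the first pass at 4 µM, then a duplicate retest at 5 µM averaging 50% or more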;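 further: plate controls were cells with TRAIL plus DMSO for no effect and medium-only wells lacking cells for full effect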
EBV gp42 inh: blocks Epstein-Barr virus glycoprotein 42 binding. Fluorescence polarization binding assay, mP read-out. inhibition, % (tested at 21.74 µM). Q1HVG2. 220,000 compounds, 0.42% hits; in the data active means inhibition above about 50%
zfTRPN1 agonist: activates the zebrafish TRPN1 channel; 220,000 compounds, 0.18% hits; HEK293 zebrafish TRPN1-YFP, Fluo-8 calcium fluorescence; 100% = response to 87 µM carbachol; activation, % at 3 µM;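 active means activation above its plate's cutoff, the mean activation of test wells on that plate plus 3 SD, cut at about 19% in these data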;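 further: 0% = DMSO alone and 100% = 87 µM carbachol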
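Material: zebrafish TRPN1-YFP in HEK293 cells. Doses: one dose of 3 µM, 0.3% DMSO. Incubation: dye 1 h 37 °C plus 30 min RT. Measured by: intracellular calcium fluorescence with Fluo-8.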
Furin inhibitor: blocks human furin protease activity | P09958 | purified furin, fluorogenic substrate cleavage | inhibition, % at 30 µM | 220,000 compounds, 0.061% hits | AID 463115; in the data active means inhibition above about 25%; further: inactives centre near -15
thrombin 1536: thrombin (human) inhibition | inhibition, % at 5 µM | 220,000 compounds, 0.26% hits | P00734 | AID 1046 | alpha-thrombin, Boc-VPR-AMC fluorogenic substrate cleavage;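 active means inhibition at or above 40%; inactive means inhibition below 40%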;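 further: 0% = enzyme with no compound and 100% = wells without enzyme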
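Test system: human alpha-thrombin protein / Dosing: one concentration per compound, 5 µM, with 0.2% DMSO / Medium: pH 7.5 Tris-saline with Tween 20 / Benchmarks: no-compound enzyme wells and no-enzyme blanks / Read-out basis: percent inhibition of thrombin substrate cleavage / Timing: reaction at room temperature / Measured by: fluorescence, ex 355 nm, em 460 nm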
TRPML3 agonist: activates the human TRPML3 channel. Q8TDD5. HEK293 TRPML3-YFP, Fluo-8 calcium fluorescence; 100% = the carbachol control signal. activation, % at 3 µM. 220,000 compounds, 0.29% hits. AID 1448;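 active means activation above its plate's cutoff, the mean activation of the plate's test wells plus 3 SD, cut at about 12% in these data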;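 further: 0% = DMSO only wells and 100% = carbachol wells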
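Material: TRPML3-YFP stable HEK293 cells | Dosing: One concentration, 3 µM nominal, 0.3% DMSO | Timing: 125 s total fluorescence read per well | Technique: Fluo-8 calcium dye fluorescence, ex 470-495, em 515-575 nm | Measure: Percent activation from peak-to-basal fluorescence ratio, scaled between DMSO and carbachol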
Calpain2 inh: calpain II (pig) inhibition; purified calpain II, fluorogenic peptide substrate, 30 min; inhibition, % at 16 µM; 220,000 compounds, 0.37% hits;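 active means inhibition above about 50%, limit read from the data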
Active calls of the source: *; i = inactive; x = not tested or not shown; [ ] = another dose, or the depositor's remark.

SMILES	Tb hexokinase	KCC2 mod	PPC-1+TRAIL kill	EBV gp42 inh	zfTRPN1 agonist	Furin inhibitor	thrombin 1536	TRPML3 agonist	Calpain2 inh
CC(C)NC(=O)c1cc2cc(Br)ccc2oc1=O	26	x	14	-4	-0.3	-8	-9	-0.4	-54
CCOc1c(OC(C)=O)ccc(/C=C/c2ccc3cccc(OC)c3n2)c1[N+](=O)[O-]	-17	0.4	8	11	1.3	-9	-1	0.4	-26
COC(=O)c1sccc1NC(=O)c1csc(C)c1	3	0.22	-13	-22	-1.2	-28[20 µM]	1	-0.4	2
Nc1nc(SCC(=O)NC2CCCC2)[nH]c(=O)c1NC(=O)c1cccs1	-12	0.66	31	-3	1.5	-22	-9	1.2	-21
COc1ccc(N2C(=O)C(Cl)=C(N3CCCC(C)C3)C2=O)cc1 (stereo not drawn)	-5	-1.4	3	-6	-1.4	3[20 µM]	4	-0.5	41
C/C(=N\Nc1ccc(S(N)(=O)=O)cc1[N+](=O)[O-])c1ccco1	-53	-0.44	3	9	-2.1	-11	0	-1.6	-1
Cc1ccc(-c2nnc(SCC(=O)N3CCCc4ccccc43)n2N)cc1	0	-0.59	-2	-21	-1.6	-18	2	-0.7	20
CCCCNC(=O)CCn1c(=O)c2ccccc2n(Cc2ccc(Cl)cc2)c1=O	20	-1	-6	-14	1.0	5	-3	1.1	37
O=C1c2cnc3nc(SCc4ccc(Cl)cc4)nn3c2CC2c3ccccc3CCN12 (stereo not drawn)	-6	x	4	-16	0.0	-34	1	1.0	-169
Cc1ccc(C(=O)N2NC(c3ccc(F)cc3)C3C(=O)N(c4ccc(C)c(C)c4)C(=O)C32)cc1 (stereo not drawn)	0	-0.62	13	-14	3.3	-19	3	2.2	-7
Cc1cccc(C)c1NC(=S)Nc1ccccc1C(=O)NCc1ccco1	-2	0.51	-10	-22	0.2	-25	-4	0.4	-28
O=C(NCCc1ccccc1)c1nc2nc(-c3cccs3)cc(C(F)(F)F)n2n1	-3	-2.5*	32	-20	0.0	-18[20 µM]	-5	-0.4	-487
CC(OC(=O)/C=C/c1cccs1)C(=O)Nc1ccc(S(N)(=O)=O)cc1 (stereo not drawn)	-17	0.48	18	-4	2.3	-13	1	1.4	13
O=C(Nc1ccc(Cl)cn1)c1ccccc1[N+](=O)[O-]	0	0.31	29	-9	0.8	-19	2	0.9	-10
O=C(CNS(=O)(=O)c1ccc(Br)cc1)OCc1cc(=O)n2cc(Br)ccc2n1	-11	-0.68	9	21	0.6	-10	-5	0.7	-42
O=C(O)/C=C/C(=O)Nc1c(F)cccc1F	3	0.34	-7	-5	0.3	-7	2	0.6	-10
O=C(COc1cccnc1[N+](=O)[O-])N1CCN(C(=O)c2ccco2)CC1	-6	0.66	1	-15	0.9	-17	-5	0.9	6
Cc1cc(C)c(NC(=O)c2ccccc2CCc2ccccc2)c(C)c1	1	x	3	-30	-1.5	-11[20 µM]	-2	-0.2	12
Cc1ccc(C(=O)NC2CCCCC2)cc1	-3	0.48	8	-1	-2.1	-15[20 µM]	1	-0.3	15
O=C(NC(=S)Nc1cccnc1)c1cccs1	-10	4.5	5	-8	1.4	-20	-8	0.0	-23
O=C(Cn1nc(Cc2ccncc2)c2ccccc2c1=O)Nc1cccnc1Cl	1	0.86	2	1	1.9	-23	-1	0.7	8
COc1ccc(COC(=O)c2nc3nc(C)cc(C)n3n2)cc1F	0	0.0098	12	5	-0.2	-16	-16	0.5	-6
COc1ccc(-c2c(NC(=O)C(C)C)n(C)c3ccccc3c2=O)cc1	-37	-0.25	14	-26	-0.7	-11[20 µM]	1	0.4	i
Cc1cccc(N=C2N=C(N)c3ccccc32)c1	-7	-0.06	7	10	-0.7	-22[20 µM]	-4	0.4	-21
CCOC(=O)N1CCC(NC(=O)c2ccc3c(c2)N(CC)CCS3)CC1	-11	0.57	x	x	0.5	-27	x	0.5	x

Two records picked at random from the list so far, as already listed:
SMILES	Tb hexokinase	KCC2 mod	PPC-1+TRAIL kill	EBV gp42 inh	zfTRPN1 agonist	Furin inhibitor	thrombin 1536	TRPML3 agonist	Calpain2 inh
C/C(=N\Nc1ccc(S(N)(=O)=O)cc1[N+](=O)[O-])c1ccco1	-53	-0.44	3	9	-2.1	-11	0	-1.6	-1
O=C(Cn1nc(Cc2ccncc2)c2ccccc2c1=O)Nc1cccnc1Cl	1	0.86	2	1	1.9	-23	-1	0.7	8

Remaining list, next part
SMILES	Tb hexokinase	KCC2 mod	PPC-1+TRAIL kill	EBV gp42 inh	zfTRPN1 agonist	Furin inhibitor	thrombin 1536	TRPML3 agonist	Calpain2 inh
CCOC(=O)Nc1ccc(OC)cc1S(=O)(=O)N1CCCCC1	-1	0.45	10	-15	1.3	-7[20 µM]	-4	0.7	7
CCCOc1ccc(-c2cc(C(F)(F)F)c(C#N)c(SCC(=O)O)n2)cc1	-19	-1.2	14	-4	1.1	-29	1	1.0	-295
Nc1nc(Nc2ccc(Cl)cc2)nc(NCc2ccco2)c1[N+](=O)[O-]	-8	-0.83	1	0	0.1	-17	-1	-0.4	12
O=C(CCCC(=O)OCC(Cl)=C(Cl)Cl)Nc1ccc(F)cc1	3	-3	5	-11	-1.8	-20	-1	0.1	-1
CC(=O)c1c(O)cc(=O)n(-c2ccccc2)c1-c1ccc(C)cc1	0	0.77	17	-19	0.8	-24[20 µM]	-1	-0.4	-22
CC(C)OCCCNC(=O)Cc1ccc(F)cc1	1	0.5	12	4	0.3	-22	-3	3.5	-17
Cc1ccc(C)c(NC(=O)CN(C)S(=O)(=O)c2cccc3cccnc23)c1	8	-0.42	-5	1	-0.9	-17	1	0.6	-16
Cc1ccc(NC(=O)CSc2nnc(Cn3cnc4ccccc43)o2)c(C)c1	0	0.037	20	-12	-0.6	-19[20 µM]	-3	-0.3	-13
CCN(CC)S(=O)(=O)c1ccc(C(=O)NC(C)(C)C)cc1	-2	0.39	-4	-7	-0.6	-4	5	-0.3	-5
COCCNc1nc(SCc2ccccc2)nc2sc3c(c12)CCC3	-9	0.27	-5	2	-2.9	-13[20 µM]	-3	-1.7	-24
Cc1ccc(/C=C2\SC(=S)N(c3c(C)n(C)n(-c4ccccc4)c3=O)C2=O)cc1	-9	-3.9*	-14	-21	-1.8	-15[20 µM]	4	0.4	-41
CC(=O)Nc1ccc(Nc2cc(C)nc3c(-c4ccccc4)cnn23)cc1	-23	-3.9*	29	4	6.6	-13	-7	1.9	-32
O=C(Cc1ccccc1F)NCC(c1ccco1)N1CCCCC1 (stereo not drawn)	-4	1	7	-1	0.3	-25	-26	0.8	-2
O=c1cc(-c2ccccc2)[nH]n1-c1ccc([N+](=O)[O-])cc1	-11	-2	23	-6	0.1	-9[20 µM]	0	1.3	-44
COc1cccc(C2CC(=O)Nc3n[nH]c(-c4ccccc4)c32)c1OC (stereo not drawn)	-3	-1.4	8	-12	-0.1	-32	3	0.1	-19
CC1(C)CC(=O)C2=C(C1)NC(=O)CC2C(=O)NCc1ccc(F)cc1 (stereo not drawn)	-1	-0.69	2	-16	1.0	-14[20 µM]	0	0.8	-14
O=C(CN1C(=O)C2CC=CCC2C1=O)Nc1ccc(S(=O)(=O)Nc2ncccn2)cc1 (stereo not drawn)	-5	-0.015	3	-30	1.4	-33	6	0.5	-14
CCOC(=O)C1=NN(c2ccc(Cl)cc2)C(=O)C1	-17	0.022	16	-3	-0.1	-15	-4	-0.5	-15
COc1ccc(CNC(=O)CN2CCC(C(=O)c3ccc(OC)cc3)CC2)cc1	2	-1.5	1	-3	2.0	-14	-8	0.9	23
Cc1cc(-c2nnc(SCc3cccnc3)o2)no1	2	0.78	-3	-14	2.1	-19	-9	0.6	0
Cc1ccc(C(=O)NCCN(C)C)c(C)c1	4	-1.5	-2	-2	0.7	-9[20 µM]	-2	0.0	8
Cc1cccc(NC(=O)c2cc(S(=O)(=O)c3ccccc3)ccc2Cl)c1	-2	-1	5	11	-0.8	-16[20 µM]	4	-0.6	48
CSc1nncc(/C(C)=N/O)n1	-7	1.1	14	-20	-0.1	-20	3	-0.4	-1
COc1ccc(/C=C/c2nnc(NC(=O)COc3ccc(C)cc3)s2)cc1	-23	-0.33	32	-24	0.1	-18	-3	0.4	-50
Cc1ccc(C(c2nnnn2C2CCCC2)N2c3ccccc3CC2C)cc1 (stereo not drawn)	9	-0.54	8	-24	-1.8	-19	-5	-0.6	12
Cc1ccccc1NC1=CC(=O)CC(C)(C)C1	-5	0.0067	22	-13	0.0	-28[20 µM]	4	-0.5	-7
O=C(O)/C(=C\c1ccccc1Cl)c1ccc(S(=O)(=O)N2CCCCC2)s1	9	-1.4	8	-5	1.8	-15	-6	0.1	-15

Filtered by structure: those above containing fluorine
SMILES	Tb hexokinase	KCC2 mod	PPC-1+TRAIL kill	EBV gp42 inh	zfTRPN1 agonist	Furin inhibitor	thrombin 1536	TRPML3 agonist	Calpain2 inh
Cc1ccc(C(=O)N2NC(c3ccc(F)cc3)C3C(=O)N(c4ccc(C)c(C)c4)C(=O)C32)cc1 (stereo not drawn)	0	-0.62	13	-14	3.3	-19	3	2.2	-7
O=C(NCCc1ccccc1)c1nc2nc(-c3cccs3)cc(C(F)(F)F)n2n1	-3	-2.5*	32	-20	0.0	-18[20 µM]	-5	-0.4	-487
O=C(O)/C=C/C(=O)Nc1c(F)cccc1F	3	0.34	-7	-5	0.3	-7	2	0.6	-10
COc1ccc(COC(=O)c2nc3nc(C)cc(C)n3n2)cc1F	0	0.0098	12	5	-0.2	-16	-16	0.5	-6
CCCOc1ccc(-c2cc(C(F)(F)F)c(C#N)c(SCC(=O)O)n2)cc1	-19	-1.2	14	-4	1.1	-29	1	1.0	-295
O=C(CCCC(=O)OCC(Cl)=C(Cl)Cl)Nc1ccc(F)cc1	3	-3	5	-11	-1.8	-20	-1	0.1	-1
CC(C)OCCCNC(=O)Cc1ccc(F)cc1	1	0.5	12	4	0.3	-22	-3	3.5	-17
O=C(Cc1ccccc1F)NCC(c1ccco1)N1CCCCC1 (stereo not drawn)	-4	1	7	-1	0.3	-25	-26	0.8	-2
CC1(C)CC(=O)C2=C(C1)NC(=O)CC2C(=O)NCc1ccc(F)cc1 (stereo not drawn)	-1	-0.69	2	-16	1.0	-14[20 µM]	0	0.8	-14

High-throughput results deposited in PubChem BioAssay by several laboratories.
